Bioassay records deposited in PubChem BioAssay by several laboratories.
MT stabilize HCS – microtubule stabilizers in HeLa cells; HeLa tubulin immunostaining HCS, 24 h; share of cells brighter than vehicle mean+2SD; % tubulin-high responders, % at 10 µM; 200,000 tested, 0.83% active;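 active = plate Z-score above 3 for both tubulin-high and condensed-nucleus cell shares, with cell loss under 80%, at 10 µM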;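 note: anti alpha tubulin signal scored within the nucleus-defined area of each cell; some results filed as inactive read as strong as hits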
Autophagy HCS – alters autophagy in cells; calls only at 10 µM (by protocol); 190,000 tested, 0.98% active; MEF GFP-LC3 puncta imaging; test concentration mostly 10 µM; AID 463193;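 active = percentage of spot-positive cells more than 3 SD above its plate mean, without a fluorescence outlier flag or 80% toxicity; inconclusive = no clear call, values can overlap the other calls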;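 note: spot-positive cell cutoff set from DMSO-treated cells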
b-catenin transl – beta-catenin nuclear translocation modulation. HeLa beta-catenin nuclear translocation, immunofluorescence imaging. nuclear translocation activity, % at 5 µM. 190,000 tested, 0.3% active;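 active = nuclear translocation activity above 50% at 5 µM, with a well cell count of 50 or more; inconclusive = wells under 50 cells across six images, flagged as toxic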;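 note: per-cell ratio of nuclear to cytoplasmic median beta-catenin stain intensity; plate controls were DMSO negative control for no effect and GSK-3 inhibitor IX positive control for full effect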
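Test system: HeLa cells, endogenous beta-catenin; Compound: single 5 µM dose plus 0.02–20 µM confirmation series; Times: compound exposure 24 h at 37°C; Signal: fluorescence imaging of beta-catenin antibody stain plus DAPI; Read-out: % activation, nuclear-to-cytoplasmic median beta-catenin signal ratio per cell.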
Dynein cargo inh – blocks dynein driven cargo transport along microtubules; z-score, hits read low; 3617.4 mouse cells, GR-EGFP nuclear translocation imaging; test concentration mostly 20 µM; stimulated with dexamethasone, 1 µM; stronger effect = lower value; 220,000 tested, 0.47% active;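 active = plate z-score of nuclear minus cytoplasmic receptor signal below a set negative limit, without overly bright fluorescence or cell loss, cut at about -3.5 in these data, passing the limit was not always enough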;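 note: z-score of nuclear minus cytoplasmic ring GR-EGFP intensity difference per well; some compounds called inactive have numbers as strong as hits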
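Buffer or medium – tet-free medium with charcoal-stripped serum · Signal – automated 10x imaging of fixed Hoechst-stained cells · Also added – dexamethasone agonist, 1.0 µM final, for 30 min · Incubation – induction 48 h, compound 1 h, agonist 30 min · Read-out – GR-EGFP nuclear translocation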
ER stress rescue – rescue of cells from ER stress-induced death, primary screen, 384-well, CSM14.1, thapsigargin, ATP luminescence (AID 1222) | 190,000 tested, under 10 active | one-dose cellular ATP content (survival), % at 20 µM; EC50 in µM for titrated hits | CSM14.1 thapsigargin-induced death rescue, ATP luminescence; higher % means a stronger effect;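 active = EC50 below 50 µM in the dose-response confirmation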;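 note: death triggered by thapsigargin at about 15 µM added after 2 h compound pretreatment; cell ATP read after overnight thapsigargin exposure of roughly 18 to 22 hours; normalized against plate controls of thapsigargin alone and 5% DMSO vehicle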
Hep lipid drop – modulators of hepatic lipid droplet formation; inhibition, % at 6.5 µM; 240,000 tested, 0.4% active; AID 1656; AML12 mouse hepatocytes, oleate lipid droplets, BODIPY imaging;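 active = lipid droplet intensity inhibited by at least 50%, with more than 500 cells counted; inconclusive = wells with under 300 cells, treated as cytotoxic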
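Test system: AML12 mouse liver cells; schedule: overnight exposure; technique: high-content imaging of BODIPY-stained droplets and DAPI nuclei; read-out: % inhibition of corrected integrated BODIPY droplet signal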
Insulin prom up – MIN6 insulin promoter up-regulation; AID 1625; MIN6 insulin promoter-GFP reporter, high-content imaging; stronger effect = higher value; z-score at 5 µM; 190,000 tested, 0.3% active;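 active = z-score above 3 at 5 µM with at least 500 cells counted in the well; inconclusive = wells under 500 cells, flagged as cytotoxic or low count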
T cell modulator – T cell immune modulators affecting CD8 T cell-vesicle binding | 330,000 tested, 0.068% active | calls only at 7 µM | AID 2052 | 2C CD8+ T cell-vesicle binding, flow cytometry; stronger effect = lower value;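 active = response, share of CD8 T cells binding vesicles, and their 90th percentile fluorescence all below set limits, cut at about 80% in these data, passing the limit was not always enough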
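Also added: QL9-peptide-loaded Drosophila micro-vesicles bearing Ld, ICAM-1 and B7-1; Test system: purified 2C TCR transgenic mouse naive CD8+ T cells; Measured by: cytometric PE anti-B7-1 and Alexa647 anti-CD8 signals after 1% paraformaldehyde fixation; Timing: binding step 1.5 h, 37 °C, antibody labelling 20 min, ice.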
Salmonella PhoP GFP – inhibitors of PhoP regulon expression, primary screen, Salmonella Typhimurium, GFP reporter (AID 1863); inhibition, % at 50 µM; hits with a dose series show IC50 in µM; 300,000 tested, 0.16% active; S. Typhimurium PhoP-regulated promoter GFP reporter, 4 h; higher % means a stronger effect;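 active = inhibition over 29.93%, a cutoff 3 SD above the screen mean, later confirmed by dose response; inconclusive = inhibition over 29.93% but no dose response follow-up; inactive = inhibition at most 29.93% or unconfirmed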;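 note: 0% = low Mg2+ inducing control and 100% = high Mg2+ repressing control; strong numbers were not always called active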
Dynein cargo inh cytoplasmic EGFP – further read-out of Dynein cargo inh, marked with its call; z-score; measured here: cytoplasmic GR-EGFP intensity; stronger effect = higher value
Dynein cargo inh nuclear GR-EGFP – further read-out of Dynein cargo inh, marked with its call; z-score; measured here: nuclear GR-EGFP intensity;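 lower value marks the stronger effect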
Dynein cargo inh cell count – also measured in Dynein cargo inh; calls as there; z-score; measured here: cell count per field
Insulin prom up cell count – second read-out of Insulin prom up, no call of its own (marks repeat the call); cell count; measured here: cytotoxicity, nuclei count;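 total cells summed across four imaged fields per well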
Hep lipid drop cells 6.5 µM – further read-out of Hep lipid drop, marked with its call; cell count; measured here: cell count, cytotoxicity flag;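 cells counted across two imaged fields per well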
b-catenin transl cell count 5 µM – second read-out of b-catenin transl, no call of its own (marks repeat the call); cell count; measured here: cell count, cytotoxicity flag
T cell modulator vesicle-bound % – also measured in T cell modulator; calls as there; double positive events, %; measured here: CD8+ vesicle-bound cell fraction;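 binding gate set so that unloaded-vesicle control wells show 10% double positive cells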
MT stabilize HCS Hoechst-high % – second read-out of MT stabilize HCS, no call of its own (marks repeat the call); % Hoechst-high responders; measured here: nuclear condensation Hoechst responders;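 share of cells brighter than vehicle mean plus two SD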
MT stabilize HCS cytotoxicity % – recorded beside MT stabilize HCS, whose call it bears; toxicity, %; measured here: cytotoxicity by cell density;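 0% = mean cell density of plate MIN control wells and 100% = no cells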
Autophagy HCS cell loss 18 h – recorded beside Autophagy HCS, whose call it bears; toxicity, %; measured here: cell loss, nuclei count;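 cell loss after 18 h compound exposure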
An asterisk follows results filed as active; i = inactive; u = inconclusive; x = not tested or not shown.

SMILES	MT stabilize HCS	MT stabilize HCS Hoechst-high %	MT stabilize HCS cytotoxicity %	Autophagy HCS	Autophagy HCS cell loss 18 h	b-catenin transl	b-catenin transl cell count 5 µM	Dynein cargo inh	Dynein cargo inh cytoplasmic EGFP	Dynein cargo inh nuclear GR-EGFP	Dynein cargo inh cell count	ER stress rescue	Hep lipid drop	Hep lipid drop cells 6.5 µM	Insulin prom up	Insulin prom up cell count	T cell modulator	T cell modulator vesicle-bound %	Salmonella PhoP GFP
Cc1ccc(Oc2ccc(-c3nc(N)nc(N)n3)cc2)cc1	2.0	1.8	4.3	i	-2.5	-0.5	1064	-0.0428	-0.269	0.144	0.41	x	-3.4	692	0.14	1346	i	43.8	5.9%
C=CCOc1ccccc1CNCCCN1CCOCC1	2.0	1.5	3.8	i	3.6	0.7	1335	3.32	-0.00165	1.72	-2.84	0.4%	x	x	0.31	1513	i	19.7	32.9%
CC(=O)NC1C(=O)N=C(SCC(=O)NC(C)c2ccccc2)NC1=O (stereo unspecified)	1.2	1.9	14.5	i	2.9	-2.4	1413	1.36	-0.186	0.678	-0.842	-1.4%	x	x	-0.01	1267	i	32.3	-3.8%
CC(C(=O)NC1C(=O)N2C(C(=O)O)=C(CSc3nnnn3C)CSC12)n1cc(Br)cn1 (stereo unspecified)	5.8	1.4	4.7	i	8.8	0.2	1110	2.29	-0.26	1.1	-1.23	-6.1%	8.9	699	0.14	878	i	1.1	1.6%
Cc1cc2cc(C)c(NCCNC(=O)c3ccccc3)nc2cc1C	2.1	1.8	7.5	i	-1.3	0.5	1459	-0.845	-0.345	-0.291	0.73	-2.3%	-14.0	669	0.11	1027	i	62.6	-1.5%
Cc1ccc(S(=O)(=O)Nc2ccncc2)c(C)c1N(C)S(=O)(=O)c1ccc(Cl)cc1	3.0	3.8	6.4	i	6.3	0.5	890	-0.388	-0.313	-0.429	0.277	-2.1%	-25.2	604	-0.3	1184	i	29.5	-0.4%
Cc1nnc(NC(=O)Nc2cccc(Cl)c2)s1	1.9	2.0	5.8	i	-2.8	0.4	1013	0.253	-0.194	0.203	-0.242	-1.1%	15.4	583	-0.68	1809	i	44.8	1.9%
CC(=O)Oc1c2occc2cc2ccc(=O)oc12	3.5	1.6	2.0	i	18.7	-4.6	1155	1.18	-0.423	0.761	-0.0807	-1.5%	10.3	773	-0.17	1114	i	29.1	30.6%
N#CCSc1nc2c(sc(=S)n2Cc2ccco2)c(=O)n1-c1ccc(F)cc1	6.6	1.1	13.1	i	23.9	11.5	1356	-0.533	-0.366	-0.444	0.625	2.4%	x	x	-1.88	1405	i	8.3	-2.5%
COC(=O)c1sccc1NC(=S)Nc1ccc(OC)cc1	x	x	x	i	-12.2	0.3	1049	0.857	-0.319	0.749	0.109	-2.1%	4.9	726	0.78	1354	i	67.2	-0.9%
COc1ccc(CNC(=O)CCCNS(=O)(=O)c2cccc3nonc23)cc1	6.2	1.8	7.4	i	7.0	0.1	1039	-0.293	-0.205	0.263	-0.0359	-1.5%	-2.2	769	0.08	1259	i	20.9	-8.1%
CC(=O)c1cccc(NC(=O)c2ccncc2)c1	5.0	1.8	5.5	i	8.9	-5.0	925	-0.275	-0.126	-0.376	1.45	0.5%	x	x	0.48	1013	i	36.0	-4.9%
CCOc1ccc(C(=O)NC2CCN(S(C)(=O)=O)CC2)cc1	2.1	1.6	8.2	i	-6.9	-4.7	1124	-0.232	-0.219	0.254	0.313	-0.4%	16.6	779	-1.81	971	i	26.3	-6.2%
Nc1nc(Nc2ccccc2)sc1C(=O)c1ccccc1	x	x	x	x	x	0.0	1252	0.0776	-0.192	0.487	-0.248	x	5.3	658	-0.54	1006	i	27.0	-7.1%
O=S(=O)(c1ccc(N2CCN(CCO)CC2)nc1)N1CCCCC1	5.3	2.7	2.3	i	11.3	-3.1	604	2.42	-0.139	1.17	-1.93	9.6%	-25.4	712	x	x	i	42.0	-1.2%
Cc1oc(-c2cccs2)nc1CN1CCN(C(C)C)C(CCO)C1 (stereo unspecified)	2.7	2.7	7.1	i	9.8	-1.8	1001	-0.704	-0.292	-0.246	0.572	-0.8%	7.0	734	-0.09	1426	i	3.0	-4.5%
O=C(O)COc1ccccc1/C=N/NC(=O)c1ccc(F)cc1	3.3	3.9	7.9	i	-1.4	1.3	1110	-0.102	-0.334	0.296	0.169	-1.2%	-6.7	679	-0.29	1041	i	41.2	-10.1%
Cn1cccc1/C=C(\C#N)C(N)=S	x	x	x	x	x	1.4	1272	0.645	-0.295	-0.104	0.452	x	-6.0	469	0.06	1098	i	27.1	-7.3%
COc1ccc(S(=O)(=O)NN(C)c2ncc(C(F)(F)F)cc2Cl)cc1	2.1	2.6	4.4	i	-1.0	-1.0	1188	-0.436	-0.193	-0.177	0.15	-1.6%	-4.2	689	0.04	1233	i	59.8	-0.3%
CCSc1nnc(NC(=O)c2cc(-c3ccc(C)c(C)c3O)n[nH]2)s1	2.7	2.5	9.2	i	-14.7	0.2	1011	-0.319	-0.23	-0.244	0.105	0.5%	-28.4	565	0.48	1395	x	x	-4.2%
CC(C)CCNC(=O)C(c1ccco1)N(Cc1cccs1)C(=O)Cn1nnc2ccccc21 (stereo unspecified)	3.1	1.8	9.2	i	-9.9	-6.2	1047	1.55	-0.13	1.6	-1.13	2.6%	x	x	-1.13	845	x	x	0.6%
CC1=[N+](C)c2ccc3ccccc3c2C1(C)C	18.5	2.0	3.4	i	-2.2	-2.0	919	-0.63	-0.238	-0.736	0.566	-1.9%	-15.3	636	0.24	1267	i	53.9	24.9%
CCOC(=S)SCC(=O)Nc1nc(-c2ccc(Br)cc2)cs1	2.6	2.6	5.2	i	74.2	6.3	990	-1.74	0.0821	-0.995	0.0259	-2.1%	-3.6	625	-1.16	906	i	29.2	-3.3%
CCOc1ccc(CN(C(=O)c2cc3ccccc3oc2=O)C2CCS(=O)(=O)C2)cc1 (stereo unspecified)	x	x	x	x	x	0.3	1334	-0.36	-0.247	-0.278	0.631	x	13.3	677	0.87	1063	i	27.2	-11.8%
CCCCn1c(SCC(=O)NC(C)CC)nc2ccc(N3CCOCC3)cc2c1=O (stereo unspecified)	3.3	2.0	8.5	i	12.2	x	x	0.666	-0.436	1.02	-0.271	-0.8%	x	x	1.35	911	i	23.2	-8.8%
O=C(CN1CCN(Cc2ccccc2)CC1)N=Nc1c(O)[nH]c2ccccc12	1.6	3.4	10.3	i	-1.3	-0.9	866	0.486	-0.255	0.425	0.395	-1.1%	18.7	678	-0.15	1297	i	44.6	-1.7%
COc1ccc(Nc2ncnc3scc(-c4ccc(OC)cc4)c23)cc1	13.1*	65.0*	39.1*	i	13.4	x	x	-0.208	-0.213	-0.548	0.319	2.1%	2.9	693	0.03	1025	i	36.5	-1.3%
Cn1cnnc1SCC(=O)NCc1ccccc1	3.0	1.2	9.5	i	13.2	-8.1	1074	0.909	0.0217	0.775	-0.866	-0.2%	4.8	730	0.38	1616	i	31.3	1.6%
CCOC(=O)C1=C(O)/C(=C/c2cc(OC)c(OC)c(OC)c2)SC1=Nc1ccc(OC)cc1	3.0	2.1	2.9	i	-11.5	-1.1	1159	0.0423	-0.206	0.321	1.06	-1.4%	12.9	722	x	x	i	55.6	-5.5%
Cc1nn(CC#N)c(=O)n1-c1ccc(F)cc1	3.1	2.0	7.6	i	-8.4	-1.1	1154	0.11	-0.0785	0.228	-0.282	1.3%	-0.4	769	-0.78	877	i	0.0	3.3%
COc1ccc(/C=C/C(=O)c2cc(Br)ccc2O)cc1OC	3.0	2.2	9.2	i	3.3	-6.2	1113	-0.366	-0.3	0.357	-0.385	0.1%	9.1	649	-1.2	1634	i	21.4	1.4%
N#Cc1c(N)nc2c(c1-c1ccccc1)CCC2	5.9	2.8	9.0	i	-24.8	1.7	1103	0.188	-0.297	0.101	0.28	0.2%	13.9	564	0.3	1210	i	60.2	-11.3%
CN(C)C(=O)c1nc2ccc(Cl)cn2c1CNCc1ccccc1OC(F)(F)F	3.5	3.4	3.4	i	20.2	-1.4	1157	0.0455	-0.253	-0.0274	0.392	-3.0%	7.2	738	0.41	1369	i	13.0	-6.4%
Cc1oc2cc(OCc3cnn(-c4ccccc4)c3)ccc2c(=O)c1Oc1ccccc1F	3.8	2.2	4.9	i	0.9	-1.1	818	0.553	-0.183	0.409	-0.0281	-2.1%	-2.5	649	1.26	1336	i	50.4	-8.2%
CCCCCc1ccc(OCCCC[n+]2ccccc2)c(CCCCC)c1	27.8*	23.2*	33.6*	i	19.5	8.9	683	1.28	0.38	0.957	-2.06	-0.7%	-4.1	678	u	x	i	49.4	3.6%
